VLA-4 inh: inhibition in a human VLA-4 binding assay; P13612; VLA-4 expressing cells, ligand binding flow cytometry; inhibition, % (about 7 µM as worked out from the volumes in the protocol); 330,000 compounds, 0.2% hits; AID 2557; in the data active = inhibition above about 50%
proCasp7 act: counter-screen for procaspase-3 activators: activators of human procaspase-7; P55210; recombinant procaspase-7, Ac-DEVD-pNA absorbance 405 nm; D23A/D198A/D206A triple mutant, cannot self-cleave; scale: DMSO 0, 5 µM enzyme 100; activation, % at 8.5 µM; 330,000 compounds, 0.093% hits; AID 463210;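 active = percent activation above the screen-wide mean plus 3 SD, cut at about 25% in these data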
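System: Procaspase-7 triple mutant (PC-7 D3A); measure: % activation from two-timepoint absorbance difference, scaled to controls; times: 1 h compound preincubation, 2 h substrate cleavage, 25 °C; also added: Ac-DEVD-pNA substrate, 400 µM as added; measured by: Epi-absorbance of released pNA at 405 nm, two timepoints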
core dimer inh: HCV core protein dimerization inhibition | TR-FRET GST/Flag-core106 dimerization, 1536-well | inhibition, % at 5 µM | 300,000 compounds, 0.33% hits | AID 1899;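 active = inhibition above the mean of all tested compounds plus 3 SD, set per screening campaign, cut at about 45% in these data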
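Assay system: GST-tagged and Flag-tagged HCV core protein residues 1-106 / Times: compound-protein-antibody incubation 4 h at 22.5 °C / Signal: time-resolved FRET, ex 340 nm, em 617 and 671 nm / Evaluation: % inhibition based on acceptor/donor emission ratio / Benchmarks: wells lacking GST-core106 and wells with excess unlabelled core106 / Repeats: singlicate, one well per compound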
PP1 inh: blocks human PP1-alpha phosphatase, a PP5 counter-screen. P62136. purified PP1alpha, OMFP fluorescence. inhibition, % at 6.7 µM. 320,000 compounds, 0.9% hits. AID 2235;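 active = inhibition above the mean inhibition of all tested compounds plus 3 SD, computed separately for each screening campaign, cut at about 15% in these data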
PP5 inh: inhibitors of human protein phosphatase 5 (PP5) | AID 1987 | 320,000 compounds, 0.18% hits | purified PP5c, OMFP substrate fluorescence | inhibition, % at 6.7 µM | P53041;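 active = inhibition above the campaign's mean inhibition across all tested compounds plus 3 SD, cut at about 9.5% in these data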;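 also: 0% = DMSO only and 100% = 100 µM cantharidin control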
Target sequence (P53041 whole entry, looked up): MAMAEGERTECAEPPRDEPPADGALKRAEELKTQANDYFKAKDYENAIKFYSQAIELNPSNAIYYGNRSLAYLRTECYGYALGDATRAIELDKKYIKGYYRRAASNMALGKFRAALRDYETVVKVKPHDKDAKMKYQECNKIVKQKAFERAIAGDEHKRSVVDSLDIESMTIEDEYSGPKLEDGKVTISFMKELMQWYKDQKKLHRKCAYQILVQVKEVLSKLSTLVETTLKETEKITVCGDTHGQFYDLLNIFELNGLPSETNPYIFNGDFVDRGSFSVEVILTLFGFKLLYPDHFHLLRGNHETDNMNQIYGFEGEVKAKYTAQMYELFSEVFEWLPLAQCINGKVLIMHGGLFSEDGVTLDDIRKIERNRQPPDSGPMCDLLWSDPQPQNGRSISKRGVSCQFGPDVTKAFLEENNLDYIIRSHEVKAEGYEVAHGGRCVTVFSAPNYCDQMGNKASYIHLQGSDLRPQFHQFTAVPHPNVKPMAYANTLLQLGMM
GRK2 aptamer HTS: inhibitors of human GRK2 displacing RNA aptamer; P25098; bead flow cytometry, FAM-aptamer displacement from GRK2; inhibition of aptamer binding, % at 10 µM; 330,000 compounds, 0.59% hits;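 active = inhibition of aptamer binding above 40%, roughly 3 SD of noise, on plates passing a quality check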;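 also: median bead fluorescence of bound FAM aptamer so fluorescent compounds give negative values; no value below 0 was filed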
CTSL1 counter: counter-screen for PFM18AAP inhibitors: inhibitors of F. hepatica cathepsin L1 | inhibition, % at 5.96 µM | recombinant F. hepatica cathepsin L1, Z-Leu-Arg-MCA fluorescence | 300,000 compounds, 0.49% hits | AID 1906;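 active = inhibition above the mean of all tested compounds plus 3 SD, set per screening campaign, cut at about 17% in these data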;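 also: 0% = plate median of test compound wells and 100% = 1 µM Z-Phe-Ala-diazomethylketone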
procasp3 activ: procaspase-3 (human) activation | P42574 | recombinant procaspase-3 D3A, Ac-DEVD-pNA absorbance 405 nm | activation, % at 8.5 µM | 330,000 compounds, 0.11% hits;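 active = activation above the mean of all tested compounds plus 3 SD, cut at about 21% in these data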;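 also: 0% = DMSO alone and 100% = DMSO wells spiked with extra 5 µM PC-3 D3A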
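Test system: Procaspase-3 D3A mutant; medium: Zinc-free HEPES/NaCl buffer with 0.01% Triton X-100 at pH 7.4; reagent: DEVD-pNA substrate; doses: one concentration, 8.5 µM nominal, 0.8% DMSO; times: 1 h preincubation plus 2 h reaction at 25 °C; signal: Epi-absorbance at 405 nm of released p-nitroaniline, 0 and 120 min; replicates: singlicate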
GASC-1 inh: inhibitors of human GASC-1 (JMJD2C) demethylase | Q9H3R0 | GST-JMJD2C(1-420) H3K9me3 demethylation, DELFIA europium | inhibition, % at 2.35 µM | 330,000 compounds, 0.069% hits | AID 2099;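 active = more than half of a compound's replicate wells show inhibition beyond 50%, single wells judged on their own value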;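 also: signal counts dimethyl H3K9 product captured on neutravidin plate; 0% = median of DMSO wells and 100% = 0.3 times that DMSO median; strong numbers were not always called active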
Target sequence (Q9H3R0 1-420 limits assumed): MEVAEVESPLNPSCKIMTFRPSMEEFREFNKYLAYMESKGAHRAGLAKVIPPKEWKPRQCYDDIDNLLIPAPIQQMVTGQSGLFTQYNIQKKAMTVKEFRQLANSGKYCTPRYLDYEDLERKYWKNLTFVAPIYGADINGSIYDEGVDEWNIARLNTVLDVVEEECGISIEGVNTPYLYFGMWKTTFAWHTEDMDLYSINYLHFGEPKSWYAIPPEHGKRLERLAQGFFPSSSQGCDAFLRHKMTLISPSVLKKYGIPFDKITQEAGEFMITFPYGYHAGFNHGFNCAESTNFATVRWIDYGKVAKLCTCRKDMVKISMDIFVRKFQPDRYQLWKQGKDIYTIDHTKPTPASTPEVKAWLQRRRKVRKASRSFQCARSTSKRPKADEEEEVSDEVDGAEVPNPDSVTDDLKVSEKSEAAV
* marks the source's active call; other numbers are inactive results; x = not tested or not shown. Compounds were not picked by outcome (roughly 2.6% active in at least one column).

SMILES	VLA-4 inh	proCasp7 act	core dimer inh	PP1 inh	PP5 inh	GRK2 aptamer HTS	CTSL1 counter	procasp3 activ	GASC-1 inh
Cc1cccc(N2CCN(S(=O)(=O)c3ccc4c(c3)C(C)(C)C(=O)N4C)CC2)c1C	-14	-1	47*	4	1.4	4	-2	0	9
Cc1c(Br)c([N+](=O)[O-])nn1CC(=O)Nc1ccc(C(N)=O)cc1	-10	1	-2	-5	-0.8	0	1	0	2
O=C(/C=C/c1ccccc1Cl)NCCN1CCOCC1	6	-6	0	0	-0.2	3	2	-1	0
O=C(COc1ccc(Br)cc1Cl)NC(=S)Nc1ccccn1	4	-1	-2	1	-1.6	7	1	5	7
Cc1[nH]n(-c2ccccc2)c(=O)c1N=Nc1ccc(Cl)cc1	15	-12	-2	-4	2.6	0	0	12	3
O=S(=O)(Nc1ccn(-c2ccccc2)n1)c1ccc(Br)cc1	9	-2	5	-2	2.9	0	-1	0	16
CSc1ccccc1C(=O)NCC(c1ccco1)N(C)C (centres undefined)	8	5	-5	0	2.1	0	-1	16	-15
Cc1cc(N2CCCC2)nc(-c2ccccc2O)n1	-7	3	3	-9	2.5	3	8	4	-12
CCc1cc(CNC(=O)c2ccc3nc(Cc4ccc(OC)c(OC)c4)oc3c2)on1	-108	11	-8	-3	3.1	3	0	8	-19
CCC1(O)c2ccccc2-c2ncccc21 (centres undefined)	3	10	-2	0	0.5	2	1	8	-8
CCC1(C(=O)c2ccccc2)C2c3cc(Br)ccc3OC(=O)C21C(=O)N1CCOCC1 (centres undefined)	3	-2	5	0	2.6	0	1	-6	5
Cc1nn(C)c(C(=O)N/N=C/c2ccc(C(F)(F)F)cc2)c1[N+](=O)[O-]	21	1	-3	-3	1.2	0	-2	2	-1
O=C(COC(=O)CN1C(=O)COc2ccccc21)NCc1ccc(F)cc1	0	0	-5	-1	-1.1	1	-7	-5	23
CCNc1nc(NCC)nc(N(CC)C(N)=S)n1	0	-13	-5	0	1.5	1	-3	5	15
O=C(O)C(Cc1c[nH]c2ccccc12)NS(=O)(=O)c1cccc(Cl)c1Cl (centres undefined)	-5	-5	-3	2	0.1	0	-1	-5	-18
O=C(CNC(=O)C12CC3CC(CC(C3)C1)C2)N/N=C\c1ccccn1	13	4	-1	1	0.4	2	-1	-2	-7
CCC(C)(C)n1nnnc1C(c1ccccc1)N1CCN(Cc2ccccc2)CC1 (centres undefined)	5	-2	1	0	3.5	2	1	-2	5
COc1ccc(CCNC(=O)Cn2nnc(C(=O)Nc3cccc(C)c3C)c2N)cc1OC	-17	-5	-11	1	1.8	0	-2	5	-3
COc1cc(N2CCCC2)ccc1[N+](=O)[O-]	-4	-29	-16	2	-3.5	0	9	-23	-6
O=C(CN1C(=O)NC2(CCCC2)C1=O)N1CCN(S(=O)(=O)c2ccccc2)CC1	6	-2	3	-3	-4.5	1	-4	1	8

With a hit mark in core dimer inh, of those listed so far:
| Structure | VLA-4 inh | core dimer inh | PP5 inh | GRK2 aptamer HTS | procasp3 activ | GASC-1 inh |
| --- | --- | --- | --- | --- | --- | --- |
| Cc1cccc(N2CCN(S(=O)(=O)c3ccc4c(c3)C(C)(C)C(=O)N4C)CC2)c1C | -14 | 47* | 1.4 | 4 | 0 | 9 |

Following part
SMILES	VLA-4 inh	proCasp7 act	core dimer inh	PP1 inh	PP5 inh	GRK2 aptamer HTS	CTSL1 counter	procasp3 activ	GASC-1 inh
CCOC(=O)Cn1c(=NC(=O)c2cccs2)sc2cc(C(=O)OC)ccc21	4	3	0	0	3.4	0	3	2	-7
CN(Cc1ccccc1)C(=O)CCn1c(=O)oc2ccccc21	0	-5	4	-4	-2.2	3	4	4	-20
Cn1c(SCc2ccc([N+](=O)[O-])cc2)nc2c(c1=O)SCC2	7	0	6	1	0.6	0	0	4	3
COc1ccc(C(=O)CSc2nnc(CN3CCCC3)n2-c2ccc(F)cc2)c(OC)c1	3	2	28	0	-0.7	0	2	-1	-7
COc1ccc(-n2nc3c(c2NC(=O)c2cc(Br)ccc2Cl)CS(=O)C3)cc1 (centres undefined)	-8	8	-1	0	-0.1	2	-1	5	5
CC(CCc1ccccc1)NC(=O)C(=O)N1CCOCC1 (centres undefined)	17	-3	-5	0	1.2	0	-1	3	36
Cc1c(C(=O)Nc2ccc(F)cc2)cn2c(nc3ccccc32)c1C#N	0	-10	7	1	-1.5	0	0	-6	13
O=C(COc1ccccc1[N+](=O)[O-])Nc1cc(C(=O)O)cc(C(=O)O)c1	3	3	-1	-2	-2.1	0	-1	3	0
Cc1ccc([N+](=O)[O-])c(C(=O)Nc2cccnc2Cl)c1	-6	-6	-12	-7	0.8	0	8	5	1
Fc1ccc(N/N=C2/CCSc3sccc32)c(F)c1	18	1	1	-4	-0.9	0	0	2	4
Cc1csc(NC(=O)CSc2nnc(NC(=O)NC(C)(C)C)s2)n1	-5	9	2	-1	-0.9	0	-1	-2	0
Cc1ccc(NC(=O)c2c(C)nc3ccccn23)cc1C	7	-2	-3	0	-0.9	2	0	0	2
CC1(C)CC2CC(C)(CN2C(=O)COC(=O)c2ccc(NC(=O)CC#N)cc2)C1 (centres undefined)	3	10	x	x	x	1	x	6	7
COC(=O)/C(=N/Nc1ccc(C)cc1)N1CCCc2ccccc21	15	-5	0	0	4.9	3	1	-5	0
CCO[C@@H]1OC(C(N)=O)=C[C@H](c2ccc3c(c2)OCO3)[C@H]1CCCO	0	-10	-6	-2	3.2	0	2	8	-8
Cc1cc(NC(=O)COC(=O)c2cc(S(=O)(=O)N(C)C)ccc2Cl)no1	0	-10	x	5	4.8	9	x	-7	-8
Cc1cc(C)c2cc(C#N)c(SCC(=O)Nc3ccc4c(c3)OCO4)nc2c1	0	4	23	1	0.6	0	2	6	34
Cc1cc(C(=O)CSc2nc3ccc(Cl)cc3[nH]2)c(C)n1C	2	-6	8	7	3.5	1	-2	8	27
O=C(CN1CCC(O)(c2cccc(C(F)(F)F)c2)CC1)NCCc1ccccc1	-34	-8	1	0	8.3	0	-1	3	0
Cc1ccc(C)c(NC(=O)CN(C)C(=O)CSCc2c(C)noc2C)c1	4	-5	0	-1	-0.7	2	3	8	4
Cc1cccc(C)c1N1CC(=O)N(c2c(C)cccc2C)CC1=O	8	0	1	-5	-2.5	3	0	8	34
COc1ccccc1CNC(=O)C12CC3CC(CC(C3)C1)C2	0	-3	3	3	0.5	1	1	7	-25
CCC(Sc1nnc2c3ccccc3n(CC)c2n1)C(=O)Nc1sc2c(c1C#N)CCCC2 (centres undefined)	-2	-8	6	3	1.0	0	1	-8	-4
NC(=O)C1CN(C(=O)c2cccc(S(=O)(=O)N3CCc4ccccc43)c2)c2ccccc2O1 (centres undefined)	-11	7	x	1	0.0	1	x	6	-4
CCCCNC(=O)c1cc2c(=O)n(CC)c3ccccc3c2s1	4	-1	10	-1	-1.3	0	-5	-1	-11
O=C(C1CCC1)N1CCc2cc(S(=O)(=O)NCc3ccco3)ccc21	8	-5	0	-2	-0.9	0	4	-9	8
Cc1cc2nc(CSc3ccccc3)cc(=O)n2[nH]1	-3	3	-6	1	0.9	1	-4	-4	6
C[C@H](CO)N1C[C@H](C)[C@@H](CN(C)Cc2ccncc2)Oc2c(NS(=O)(=O)c3ccccc3)cccc2C1=O	18	-2	x	x	x	2	x	-2	1
CN1CCN(C(=S)NC(=O)c2ccccc2Br)CC1	12	0	0	-3	-0.5	0	0	0	5
Cc1nn(C)c(C)c1NS(=O)(=O)c1ccccc1Cl	12	10	x	-2	-0.9	0	x	0	8
COc1ccc(F)cc1S(=O)(=O)N1CCCCC1	-1	-6	-2	-6	1.8	0	-1	-1	7
COc1cccc(NC(=O)CN(C)C(=O)c2csc3c2CCCC3)c1	20	-1	x	-2	1.2	0	x	8	0
CCOc1ccc(NC(=O)CN(C)C(=O)c2ccccc2-n2cnnn2)cc1OCC	-9	-1	0	-5	-0.4	1	-1	-3	0
CC(=O)c1ccc(NC(=O)CSc2nnc(NC(=O)C3CC3)s2)cc1	1	18	-5	-2	-0.6	3	1	-1	2
O=C(Nc1ccccc1C(=O)O)c1cncc(Br)c1	-25	-7	-9	-3	1.8	7	-1	0	-1
COc1ccc(C(CC(=O)N2CCCC2)C(C)C)cc1 (centres undefined)	7	-1	5	-2	-1.5	2	-3	1	1
N#CC1CN(C(c2ccccc2)c2ccccc2)C1	14	-1	-3	-3	1.3	0	-2	6	6
O=C(c1cccc(-c2nnc(-c3ccccc3)o2)c1)N1CCCCC1	-3	-4	-2	-1	1.2	5	-4	4	6
CC(C)[C@@H]1COC(c2cccc(C3=N[C@H](C(C)C)CO3)n2)=N1	10	10	-5	0	-0.3	0	0	4	-13
CC1Cc2ccccc2N1CC(=O)NC(=O)NC1CCCCC1 (centres undefined)	2	-2	0	5	0.4	1	-1	-1	-2
CCn1c(=O)cc(SCC(=O)N2CCN(C(=O)c3ccco3)CC2)c2ccccc21	-1	16	-1	-2	0.8	2	7	1	-7
CCCN(C(=O)c1ccc(N(C)S(=O)(=O)c2ccc(C)cc2)cc1)C1CCS(=O)(=O)C1 (centres undefined)	3	4	5	-4	0.5	0	-3	3	-12
CCCNC(=O)CN1CCC(c2nc3ccccc3[nH]2)CC1	-23	-4	0	-1	1.5	1	0	5	2
O=c1cc(CSc2nnc(Nc3ccccc3F)s2)nc2sccn12	-6	4	0	-5	-3.9	0	3	-1	13
CCc1nc(C)c(C(=O)N2CCCC(C(=O)Nc3cccc(-c4cccc(C)c4)c3)C2)o1 (centres undefined)	11	-4	7	-4	6.4	0	-3	-2	9
COc1ccc2nc(COC(=O)c3cccc([N+](=O)[O-])c3)c(C(C)=O)[n+]([O-])c2c1	15	5	5	-1	0.0	4	-1	5	5
Cc1occc1C(=O)N=Nc1c(O)n(C)c2ccccc12	5	-2	0	-1	4.6	1	1	-6	3
CCC(=O)N1CCc2cc(S(=O)(=O)NCCC(=O)NCc3ccc(F)cc3)ccc21	0	-1	2	-4	-0.8	1	2	-2	-6
CCSc1nc2ccccc2n1CC(=O)N1CCCCC1	0	8	0	-5	2.5	2	1	-7	7
CC(C)[C@H](NC(=O)c1ccccc1)C(=O)OCC(=O)c1ccccc1F	7	14	0	-4	1.2	0	12	5	-5
CC(C)CCN1CC(O)=C(c2nc3ccccc3[nH]2)C1=N	-1	0	-3	0	0.0	0	-1	6	-2
